CF NFkB block: inhibitors of PAF-induced NF-kB signaling, primary screen, cell-based, GFP fluorescence, uHTS. KKLEB NF-kB-GFP reporter, GFP fluorescence overnight. inhibition, % at 5 µM. AID 588850, 2011. 0.86% of 360,000 active;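 active means at least 50% inhibition at 5 µM, scaled per plate between neutral and stimulator controls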;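 further: PAF is a Pseudomonas aeruginosa culture filtrate used as stimulus; plate controls were PAF-stimulated DMSO wells for no effect and unstimulated DMSO wells for full effect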
Peg3 promoter: Peg3 promoter-driven luciferase inhibitors, primary screen, cell-based, HeLa, luciferase luminescence. 1.7% of 360,000 active. HeLa PEG-Prom luciferase reporter, overnight. inhibition, % at 20 µM;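 active means inhibition of at least 50% at 20 µM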
Shn3 inh set2: reduction of Shn3 3'UTR firefly luciferase signal, primary screen, Schnurri-3 inhibitor project, cell-based, Clone20 osteoblasts, set 2 | inhibition, % at 12.5 µM | Clone20 osteoblast Shn3 3'UTR firefly luciferase, 24 h | 0.52% of 360,000 active;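 active means mean inhibition of at least 75% with every replicate also reaching 75%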;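 further: 0% = median of neutral control wells and 100% = pilot-screen positive control compound; some compounds past the cut are filed as inactive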
CaV13 ICDI inh: Primary screen for inhibitors of IQ motif and Ca2+-dependent inactivation inhibitor domain binding in CACNA1D, Förster resonance energy transfer in living cells, …; HEK cells, CFP/YFP FRET ICDI-IQ, plate reader, 10 min; percent FRET-ratio fall versus neutral wells; 0.098% of 340,000 active; inhibition, % at 12.3 µM;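 active means mean replicate inhibition of at least 30% and at least 1% of replicates passing that level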;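 further: 0% = median of the neutral control wells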
MITF TRPM1 inh: inhibitors of MITF-dependent TRPM1 promoter reporter, primary screen, cell-based, SK-MEL-5, single point, luciferase; inhibition, % at 12.5 µM; SK-MEL-5 TRPM1 promoter luciferase, 24 h; 0.83% of 330,000 active; AID 488899, 2010;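 active means mean inhibition across replicates of 60% or more, whatever share of single replicates reaches that level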; further: values of inactives mirror those of a sister screen read the other way
Vif inh: HIV Vif self-association inhibitors, primary screen, imaging, HEK293T, single point; AID 602346, 2012; inhibition, % at 7.49 µM; HEK293T cells, Vif self-association by quenched fluorescence, 24 h; 0.35% of 340,000 active; in the data active means inhibition above about 50%, passing the limit was not always enough; further: some results filed as inactive read as strong as hits
KKLEB cytotox: cytotoxicity in KKLEB CF airway cells, primary screen, cytotoxicity control for CF NF-kB inhibitor project, cell-based, uHTS, fluorescence assay plates. KKLEB CF airway cells viability, ATPlite luminescence, overnight; active compounds read low; cells stimulated with P. aeruginosa culture filtrate. activity change (cytotoxicity), % at 5 µM. 0.36% of 360,000 active. AID 602141, 2011;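 active means corrected activity change at or below -50% at 5 µM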
HIF-2a block: HIF-2a reporter inhibitors, primary screen, luminescence, 786-0 RCC cells; 786-0 RCC cells HIF-2a reporter, luciferase luminescence, overnight; inhibition, % at 18.8 µM; 0.72% of 360,000 active; AID 624352, 2012;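 active means inhibition of the luminescence signal of 40% or more relative to plate controls, in a single-dose primary screen at 18.75 µM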
PDI turbidity: inhibitors of human PDI, primary screen, biochemical, turbidity, single point, plate reader | inhibition, % at 10 µM | 0.052% of 350,000 active | Protein disulfide-isomerase (Homo sapiens), P07237 | PDI insulin aggregation turbidity, A650, 90 min | AID 588391, 2011;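 active means mean inhibition across replicates of 30% or more, whatever share of single replicates reach that level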;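 further: absorbance from insulin aggregation driven by PDI reduction with DTT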
Target sequence (P07237 whole entry, looked up): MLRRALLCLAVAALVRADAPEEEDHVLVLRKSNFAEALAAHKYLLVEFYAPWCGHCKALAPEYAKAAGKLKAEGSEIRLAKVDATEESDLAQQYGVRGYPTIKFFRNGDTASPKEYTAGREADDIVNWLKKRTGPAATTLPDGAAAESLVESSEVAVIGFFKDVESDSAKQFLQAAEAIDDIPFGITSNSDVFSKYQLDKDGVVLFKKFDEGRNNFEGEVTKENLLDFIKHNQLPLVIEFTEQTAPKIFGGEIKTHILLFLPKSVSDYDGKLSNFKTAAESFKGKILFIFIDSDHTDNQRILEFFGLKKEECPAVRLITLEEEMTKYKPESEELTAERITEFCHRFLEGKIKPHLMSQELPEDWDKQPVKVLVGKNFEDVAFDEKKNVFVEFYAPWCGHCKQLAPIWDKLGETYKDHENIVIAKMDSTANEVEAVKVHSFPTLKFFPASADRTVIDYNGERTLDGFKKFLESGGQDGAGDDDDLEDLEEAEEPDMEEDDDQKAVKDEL
NR2E3 ag-1: inhibitors of NR2E3-RetCOR corepressor binding, primary screen, NR2E3 agonist project, biochemical, TR-FRET, GST-NR2E3, biotin-RetCOR. AID 2300, 2010. inhibition of corepressor binding, % at 4.78 µM. Photoreceptor-specific nuclear receptor (Homo sapiens), Q9Y5X4. 0.12% of 320,000 active. 1536-well;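 active means percent inhibition above the cutoff of mean plus 3 SD of all tested compounds, set per screening campaign, cut at about 20% in these data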;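 further: 0% = DMSO wells and 100% = biotin wells as full block of FRET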
Target sequence (Q9Y5X4 whole entry, looked up): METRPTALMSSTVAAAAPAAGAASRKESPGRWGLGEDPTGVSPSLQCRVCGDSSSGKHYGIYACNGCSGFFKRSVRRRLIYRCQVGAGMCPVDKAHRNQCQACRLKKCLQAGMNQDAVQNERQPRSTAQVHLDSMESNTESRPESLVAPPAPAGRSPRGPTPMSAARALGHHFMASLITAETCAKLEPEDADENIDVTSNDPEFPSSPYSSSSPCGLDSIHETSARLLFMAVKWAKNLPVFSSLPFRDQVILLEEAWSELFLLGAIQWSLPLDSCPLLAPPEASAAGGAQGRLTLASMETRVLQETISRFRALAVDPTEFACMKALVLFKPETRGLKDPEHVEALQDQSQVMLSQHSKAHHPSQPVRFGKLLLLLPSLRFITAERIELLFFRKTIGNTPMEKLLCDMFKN
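Material: NR2E3–RetCOR corepressor complex / Incubation: Compound–protein incubation for 5 h at 4 °C / Dosing: compound at 4.8 µM, single dose / Detection: time-resolved FRET / Benchmarks: high control biotin, low control 0.6% DMSO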
NR2E3 ag-2: NR2E3 agonists in two-hybrid cells, primary screen, cell-based, luminescence, CHO-S, Gal4-NCOR/VP16-NR2E3; Photoreceptor-specific nuclear receptor (Homo sapiens), Q9Y5X4; luciferase; inhibition of corepressor binding, % at 3.98 µM; 0.35% of 360,000 active; AID 602229, 2012;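 active means inhibition above the mean of all tested compounds plus 3 SD, cut at about 70% in these data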;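 further: 0% = DMSO with NR2E3 transfected cells and 100% = cells lacking NR2E3 construct; higher means lower luciferase signal from less NR2E3 corepressor binding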
Starred values were filed as active, the others as inactive; x = not tested or not shown; & = joins results of further samples.

The opening 11 entries (preview)
SMILES	CF NFkB block	Peg3 promoter	Shn3 inh set2	CaV13 ICDI inh	MITF TRPM1 inh	Vif inh	KKLEB cytotox	HIF-2a block	PDI turbidity	NR2E3 ag-1	NR2E3 ag-2
Cc1ccccc1C(=O)Nc1ccnn1C1CCN(CCCc2ccccc2)CC1	-2	-8	13	x	-1	7	3	12	-9	x	-14
CCN(CC)S(=O)(=O)c1cccc(NC(=O)c2ccc(C#N)cc2)c1	-12	23	22	-5	7	1	-2	18	1	5	-16
Cc1cc(-c2nnc(CCC(=O)N3CCN(Cc4cccnc4)CC3)o2)c(C)o1	1	-10	-23	-2	-2	2	6	10	9	3	15
COc1ccc(-c2csc(N3CCC(c4ccccc4)C3)n2)cc1 (stereo unspecified)	-8	-244	-18	x	-58	x	-3	-211	-1	1	-10
Cc1cc(NC(=O)c2ccc3nc(-c4ccccc4)c(-c4ccccc4)nc3c2)no1	8	16	17	-8	1	8	-15	1	-4	4	0
Nc1nc(CCl)nc(Nc2cccc3ccccc23)n1	83*	64*	1	-18	x	3	-80*	40*	8	6	5
O=C(CSc1nc2c(c(=O)[nH]1)CN(Cc1ccc(F)cc1)CC2)Nc1ccc(F)cc1	-3	13	-17	-5	-3	x	-3	12	1	2	-21
COc1ccc(-c2noc(-c3ccccc3F)n2)cc1	3	-263	-28	-5	-33	-7	-20	-172	1	2	-141
Cc1cccc(OCc2nnc(SCc3cc(=O)n4cc(Br)ccc4n3)o2)c1	-9	4	12	-6	12	-7	-5	15	-1	5	-22
Cc1ccc(S(=O)(=O)N2CCN(C3CC(=O)N(c4ccc(F)cc4)C3=O)CC2)cc1C (stereo unspecified)	8	1	-12	-6	4	13	-2	0	1	x	13
O=C(Cc1cccs1)Nc1nnc(SCC(=O)N2CCCCC2)s1	8	3	-31	-5	-7	-1	0	0	-6	-2	-3

The listing (from the top)
SMILES	CF NFkB block	Peg3 promoter	Shn3 inh set2	CaV13 ICDI inh	MITF TRPM1 inh	Vif inh	KKLEB cytotox	HIF-2a block	PDI turbidity	NR2E3 ag-1	NR2E3 ag-2
Cc1ccccc1C(=O)Nc1ccnn1C1CCN(CCCc2ccccc2)CC1	-2	-8	13	x	-1	7	3	12	-9	x	-14
CCN(CC)S(=O)(=O)c1cccc(NC(=O)c2ccc(C#N)cc2)c1	-12	23	22	-5	7	1	-2	18	1	5	-16
Cc1cc(-c2nnc(CCC(=O)N3CCN(Cc4cccnc4)CC3)o2)c(C)o1	1	-10	-23	-2	-2	2	6	10	9	3	15
COc1ccc(-c2csc(N3CCC(c4ccccc4)C3)n2)cc1 (stereo unspecified)	-8	-244	-18	x	-58	x	-3	-211	-1	1	-10
Cc1cc(NC(=O)c2ccc3nc(-c4ccccc4)c(-c4ccccc4)nc3c2)no1	8	16	17	-8	1	8	-15	1	-4	4	0
Nc1nc(CCl)nc(Nc2cccc3ccccc23)n1	83*	64*	1	-18	x	3	-80*	40*	8	6	5
O=C(CSc1nc2c(c(=O)[nH]1)CN(Cc1ccc(F)cc1)CC2)Nc1ccc(F)cc1	-3	13	-17	-5	-3	x	-3	12	1	2	-21
COc1ccc(-c2noc(-c3ccccc3F)n2)cc1	3	-263	-28	-5	-33	-7	-20	-172	1	2	-141
Cc1cccc(OCc2nnc(SCc3cc(=O)n4cc(Br)ccc4n3)o2)c1	-9	4	12	-6	12	-7	-5	15	-1	5	-22
Cc1ccc(S(=O)(=O)N2CCN(C3CC(=O)N(c4ccc(F)cc4)C3=O)CC2)cc1C (stereo unspecified)	8	1	-12	-6	4	13	-2	0	1	x	13
O=C(Cc1cccs1)Nc1nnc(SCC(=O)N2CCCCC2)s1	8	3	-31	-5	-7	-1	0	0	-6	-2	-3
CCOC(=O)c1c(-c2ccccc2)oc2ccc(O)c(CN3CCN(C)CC3)c12	-6	54*	1	-3	19	0	-4	-2	2	-6	-12
Cc1ccc(Cl)cc1N1CCN(S(=O)(=O)c2c(C)nc3scc(C)n3c2=O)CC1	9	11	20	-2	4	-2	3	13	-35	1	-18
O/N=C(\Cn1ccnc1)c1ccccc1	-2	13	-1	-2	5	-6	18	6	8	x	4
Cc1cccc(N2C(=O)N3[C@@H]4c5ccccc5OC[C@@H]4[C@@H](c4ccccc4)[C@]3(C)C2=O)c1	-13	27	-13	x	2	x	-5	6	0	1	-19
O=C(NCCOCc1ccccc1)C(c1ccccc1)c1ccccc1	-6	17	15	-7	-2	-2	17	17	-1	3	-19
O=C(NNC(=O)c1cc(-c2ccncc2)nc2ccccc12)c1ccccc1F	11	-132	-30	-2	-46	-6	-13	-165	2	2	-81
COc1ccc(C(=O)Nc2ccc3[nH]c(-c4cccc(OC)c4)cc(=O)c3c2)cc1	50*	28	-2	-5	13	x	-31	16	-2	3	2
O=C(NCC1CCCCC1)c1ccc(F)cc1Cl	11	-216	-62	-5	-69	-6	-3	-163	8	3	-65
CCCCN(C)C(=O)c1ccc(CS(=O)(=O)c2ccccc2C)o1	25	7	10	1	16	-4	-22	-4	2	-1	-7
CSc1nc2ccccc2cc1/C=C(\C#N)c1cccc(Cl)c1	33	31	-6	-1	16	63*	-7	29	4	6	-29
O=C(CCCCCN1C(=O)c2ccccc2C1=O)Nc1ccc(S(=O)(=O)N2CCCCC2)cc1	-4	5	13	x	-12	-1	-11	7	-3	0	4
Cc1cc(C(=O)N/N=C/c2cc(Br)ccc2OC(=O)c2ccccc2)n[nH]1	-12	29	73	x	37	-8	4	-36	16	-2	-36
O=C(CSc1ccc(-c2ccco2)nn1)N1CCCCCC1	-5	-31	-34	-1	-10	-1	6	-65	-4	1	7
CCOC(=O)c1c(C)[nH]c(C)c1C(=O)COC(=O)/C=C/c1cccc([N+](=O)[O-])c1	-19	-12	-9	-12	x	x	7	-21	-1	x	2
O=C(O[C@@H]1OC2COC(=O)c3cc(O)c(O)c(O)c3-c3c(cc(O)c(O)c3O)C(=O)O[C@@H]([C@H]1O)[C@@H]2O)c1cc(O)c(O)c(O)c1	8	14	-7	x	-2	5	-27	8	5	24*	-5
Cc1nc(C)n(CC(C)C(=O)N2CCN(S(=O)(=O)c3ccccc3)CC2)n1 (stereo unspecified)	-8	11	-10	-4	2	-5	-6	8	9	0	-4
CCNC(=O)C1CCN(S(=O)(=O)c2ccc(F)cc2)CC1	-8	8	-9	-3	0	-3	4	15	-3	3	-16
CCc1ccc(-c2cn(C3CCCCC3)c(=S)[nH]2)cc1	-12	-143	72	-2	-10	-3	5	-244	-1	-1	-71
O=C(c1ccccc1S(=O)(=O)NCc1ccccc1)N1CCCCC1	-13	8	10	-9	1	10	2	3	-2	2	-21
CC(C)CC1Nc2ncnc(N3CCN(c4ccccn4)CC3)c2N(Cc2ccccc2)C1=O (stereo unspecified)	1&-14	-1&1	12&15	-5&-6	-14	-4	7&8	13&1	1	x	16&24
CSCCC(NS(=O)(=O)c1ccc(Cl)cc1)C(=O)OCC(=O)N1CCOCC1 (stereo unspecified)	-9	4	-3	x	-12	36	4	2	3	-1	-3
CCc1ccccc1NC(=O)CCOc1ccccc1	7	9	6	x	-8	-4	-13	-1	0	-6	-27
CCc1cccc2sc(N(CCCN3CCOCC3)C(=O)CS(=O)(=O)c3ccccc3)nc12	4	-21	-2	-6	1	-7	-9	-16	18	1	-23
Nc1c(C(=O)N/N=C/c2ccc(Cl)cc2)cnn1-c1ccccc1	20	-18	-11	-4	-9	5	-11	-21	0	1	-28
COc1ccccc1OCC(=O)N1CCN(S(=O)(=O)c2ccc(Cl)cc2)CC1	28	-6	-25	-5	-7	4	-15	0	3	x	0
COc1ccc(-c2nnc3sc(-c4ccco4)nn23)cc1OC	-23	-43	-15	-5	-36	-27	-3	-53	4	-1	-35
CCN(CC)CCCN(C(C)=O)c1nc(-c2cc(OC)ccc2OC)cs1	-5	27	55	-3	8	6	2	22	0	3	-7
COc1ccc(CCNC(=O)COC(=O)COc2ccc(C#N)cc2)cc1	7	14	1	1	6	4	-3	9	-2	1	13
COc1cc(CNCCCO)ccc1OCC(=O)NC(C)(C)C	5	6	16	-4	6	2	-2	20	-1	-2	5
CCC(NC(=O)Cc1c(C)c2ccc(OC)c(C)c2oc1=O)C(=O)NC(Cc1ccc(Cl)cc1)C(=O)O (stereo unspecified)	-12	-7	12	x	12	-7	9	4	x	0	-43
O=C(c1csc2ccccc12)N1CCN(c2ccc(Cl)c(Cl)c2)CC1	-2	13	-10	-6	3	-16	3	12	5	2	57
COc1ccc(-c2csc(NC(=O)C3CSC4(C)CCC(=O)N34)n2)c(OC)c1 (stereo unspecified)	37	13	-16	-6	-6	-1	-24	-25	-6	1	1
c1ccc2c(CCNc3ncnc4nc[nH]c34)cccc2c1	8	-45	23	-5	-7	-5	-12	-138	-1	-1	12
COc1ccc(C2CC(c3ccccc3)=NN2C(=O)c2cccs2)cc1 (stereo unspecified)	-1	-180	-54	-9	-37	0	-25	-188	1	-2	-89
Cc1ccc(NC(=O)CN(C)C(=O)Cc2c(Cl)cccc2Cl)cc1	-7	2	4	-4	-18	-1	-10	2	11	-2	1
COc1ccc(NS(=O)(=O)c2cc(N)ccc2N2CCCC2)cc1	25	15	9	-7	6	1	2	12	16	x	-35

Source: PubChem (several laboratories)

No enrichment for hits; about 3.3% have a hit in one of these screens.
